Bioassay records deposited in PubChem BioAssay by National Center for Advancing Translational Sciences (NCATS).
Apoferritin bind – qHTS Assay for Identification of Novel General Anesthetics; Ferritin light chain (Equus caballus), P02791; apoferritin/1-aminoanthracene competitive binding, fluorescence; Potency, µM (highest dose often 77.5 µM), without a hit: top-dose activity change, negative = displacement, most hits filed as inhibitors; 350,000 compounds, 0.074% hits; AID 485281, 2010; further: potency means the concentration at half of the fitted maximal effect; on the % scale 0 is the no-effect control and ±100 the full control effect; nearly all actives have a fitted effect of over 20% in size
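Probe: 1-aminoanthracene (50% saturated, PBS). Protein: horse-spleen apoferritin, 10 uM. Incubation: 10 min, room temperature. Detection: 380 nm excitation, 535 nm emission. Analysis: normalized response, four-parameter Hill.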
POLI inh – qHTS for Inhibitors of Polymerase Iota; 390,000 compounds, 1% hits; Pol iota fluorescent replication assay, 10 min; Potency, µM (doses to about 115 µM), inactives show top-dose activity, negative = inhibition, actives largely listed as inhibitors; DNA polymerase iota (Homo sapiens), Q9UNA4; further: potency means the concentration at half of the fitted maximal effect
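Pol iota at 10 nM preincubated 15 min with compounds at room temperature; reaction started with fluorescent substrate, 50 nM final. Fluorescence read kinetically at 0 and 10 min; buffer-only wells as negative control.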
APE1 inh – qHTS Assay for Inhibitors of the Human Apurinic/apyrimidinic Endonuclease 1 (APE1). 350,000 compounds, 0.35% hits. DNA repair nuclease/redox regulator APEX1 (Homo sapiens), P27695. Potency, µM (doses to about 65.8 µM), inactives show top-dose activity change, negative = inhibition, usual class: inhibitors. recombinant APE1, TAMRA/BHQ-2 abasic DNA cleavage fluorescence;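 further: potency means the concentration at half of the fitted maximal effect; plate controls were vehicle for no effect and reference inhibitor for full effect; nearly all actives have a fitted effect of over 55% in size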
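Step 1: APE1 (0.75 nM) with compound, 15 min RT. Step 2: add 50 nM fluorophore/quencher THF duplex. Step 3: three fluorescence reads 60 s apart (525/598 nm); read 3 minus read 1 = reaction progress.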
POLH inh – qHTS for Inhibitors of Polymerase Eta | DNA polymerase eta (Homo sapiens), Q9Y253 | AID 588591, 2011 | recombinant Pol eta, fluorescent DNA replication assay | 390,000 compounds, 1.2% hits | Potency, µM (series often up to 114 µM), for inactives: top-dose activity change, negative = inhibition, most hits filed as inhibitors; further: potency means the concentration at half of the fitted maximal effect; on the % scale 0 is the no-effect control and ±100 the full control effect
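Fluorescent replication assay: 50 nM final substrate added after a 15 min room-temperature compound preincubation with 10 nM enzyme. Signal taken at 0 min and again at 10 min.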
Tb PGK inh – qHTS Assay to Find Inhibitors of Phosphoglycerate Kinase; Phosphoglycerate kinase, glycosomal (Trypanosoma brucei brucei), P07378; PGK/GAPDH coupled, Kinase-Glo luminescence, 60 min; Potency, µM (titrated, usually from 57.5 µM), without a hit: at the top dose activity change, negative = inhibition, actives largely listed as inhibitors; 380,000 compounds, 0.043% hits; AID 602233, 2012; further: potency means the concentration at half of the fitted maximal effect; on the % scale 0 is the no-effect control and ±100 the full control effect; nearly all actives have a fitted effect of over 60% in size
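Recombinant glycosomal PGK reaction used 1,3-bisphosphoglycerate generated in-well by GAPDH (100nM final) in 100mM TEA pH 7.6, 5mM MgCl2, 0.01% Tween-20. After 60 minutes at room temperature, ATP was read by Kinase-Glo Plus luminescence end-point.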
Pol beta inh – qHTS Assay for Inhibitors of DNA Polymerase Beta | P06746 | Pol beta primer extension/strand displacement, fluorescence kinetic | Potency, µM (series often up to 114 µM), for inactives: top-dose activity change, negative = inhibition, most hits filed as inhibitors | 340,000 compounds, 1.3% hits | AID 485314, 2010; further: potency means the concentration at half of the fitted maximal effect; on the % scale 0 is the no-effect control and ±100 the full control effect
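Human Pol beta at 10 nM; strand-displacement substrate 50 nM final. Compound exposure 15 min at room temperature before start, reaction 10 min at room temperature.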
Pol kappa inh – qHTS for Inhibitors of Polymerase Kappa; purified Pol kappa, fluorescent DNA synthesis assay, 10 min; DNA polymerase kappa (Homo sapiens), Q9UBT6; Potency, µM (titrated, usually from 107 µM), inactives show at the top dose activity, negative = inhibition, actives largely listed as inhibitors; 400,000 compounds, 0.53% hits; AID 588579, 2011; further: potency means the concentration at half of the fitted maximal effect; on the % scale 0 is the no-effect control and ±100 the full control effect
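10 nM Pol kappa preincubated 15 min at room temperature with compounds, then reaction started with substrate at 50 nM final. Fluorescence read kinetically at 0 and 10 min; buffer-only wells served as negative control.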
BLM inh – qHTS Assay for Inhibitors of Bloom's syndrome helicase (BLM); RecQ-like DNA helicase BLM (Homo sapiens), P54132; recombinant BLM DNA unwinding, fluorescence dequenching; Potency, µM (titrated, usually from 56.1 µM), inactives show at the highest dose activity change, negative = inhibition, actives largely listed as inhibitors; 350,000 compounds, 0.2% hits; AID 2528, 2010;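 further: potency means the concentration at half of the fitted maximal effect; plate controls were vehicle for no effect and no enzyme for full effect; nearly all actives have a fitted effect of over 35% in size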
RXFP1 antagonist – qHTS Assay for Antagonists of the Relaxin Receptor RXFP1. Relaxin receptor 1 (Homo sapiens), Q9HBX9. HEK293-RXFP1, relaxin-stimulated cAMP HTRF, 30 min; hits give low values. activity change, negative = inhibition, % at 57.5 µM. 350,000 compounds, 0.59% hits. AID 1259400, 2018;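 active means activity change of -60% or lower, but not beyond a set lower limit; inconclusive means change between -60% and -40%, or beyond the set limit; inactive means change above -40%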; further: on the % scale 0 is the no-effect control and ±100 the full control effect
Active calls of the source: *; [ ] = another dose, or the depositor's remark. Unless noted, the call rests on the fitted dose curve; in most records, active means well fitted curve in the direction sought with a large enough effect; inconclusive means small, poorly fitted or top-dose-only effect, or another doubt; inactive means no such curve, though single readings can be large; an effect the other way counts as inactive or inconclusive.

Sample of the layout (two entries):
For CCOc1ccccc1C(=O)N1CCC(n2nnc3cc(C)ccc32)CC1 the results were Apoferritin bind -8%, POLI inh 0%, APE1 inh -4%, POLH inh 2%, Tb PGK inh -11%, Pol beta inh -1%, Pol kappa inh -11%, BLM inh -1% and RXFP1 antagonist -2.
For COc1ccc(S(=O)(=O)NCCCc2ccccc2)cc1 the results were POLI inh 38%[activator], POLH inh -23%, Tb PGK inh -6%, Pol kappa inh -4% and RXFP1 antagonist 0.

The listing, repeating the preview:
For CCOc1ccccc1C(=O)N1CCC(n2nnc3cc(C)ccc32)CC1 the results were Apoferritin bind -8%, POLI inh 0%, APE1 inh -4%, POLH inh 2%, Tb PGK inh -11%, Pol beta inh -1%, Pol kappa inh -11%, BLM inh -1% and RXFP1 antagonist -2.
For COc1ccc(S(=O)(=O)NCCCc2ccccc2)cc1 the results were POLI inh 38%[activator], POLH inh -23%, Tb PGK inh -6%, Pol kappa inh -4% and RXFP1 antagonist 0.
`COc1ccc(Cl)cc1NC(=O)Cn1c2ncccc2c(=O)n1-c1ccc(C)c(C)c1` gave Apoferritin bind 1%, POLI inh -3%, POLH inh -6%, Tb PGK inh inactive, Pol beta inh 33%, Pol kappa inh 17%, BLM inh -1% and RXFP1 antagonist 2.
Screening CC1CCN(c2c(NCC3CCC(C(=O)NCCc4ccc(Cl)cc4)CC3)c(=O)c2=O)CC1 (stereo not given) returned Apoferritin bind 3%, POLI inh 0%, APE1 inh -4%, POLH inh 1%, Tb PGK inh -4%, Pol beta inh inconclusive, Pol kappa inh -23%, BLM inh -10% and RXFP1 antagonist -16.
Screening COc1ccc(-c2[nH]c(-c3ccccc3)nc2SCC(=O)NCc2ccco2)cc1OC returned Apoferritin bind -9%, POLI inh inconclusive, APE1 inh -7%, POLH inh inconclusive, Tb PGK inh -1%, Pol beta inh 40µM*, Pol kappa inh -24%, BLM inh -15% and RXFP1 antagonist 6.
COc1ccc(S(=O)(=O)N2c3ccccc3OCC2C)cc1 (stereo not given) was read as Apoferritin bind -9%, POLI inh 79%[activator], APE1 inh -4%, POLH inh -20%, Tb PGK inh -7%, Pol beta inh -1%, Pol kappa inh -9%, BLM inh -21% and RXFP1 antagonist -15.
Screening O=C(c1ccc(Cl)c(S(=O)(=O)N2CCCCC2)c1)N1CCN(c2ccccc2)CC1 returned Apoferritin bind -7%, POLI inh 35%[activator], APE1 inh 7%, POLH inh -7%, Tb PGK inh inactive, Pol beta inh -1%, Pol kappa inh -12%, BLM inh -8% and RXFP1 antagonist -9.
`CCn1c(SCC(=O)Nc2ccc(-c3nc4ccc(C)cc4s3)cc2)nnc1-c1ccccc1` gave Apoferritin bind -2%, APE1 inh 22%, Pol beta inh 7.9µM* and BLM inh -17%.
O=C(NNS(=O)(=O)c1ccc(F)cc1)c1sccc1-n1cccc1 was read as Apoferritin bind -19%, POLI inh 28%, APE1 inh -3%, POLH inh -5%, Tb PGK inh -6%, Pol beta inh 0%, Pol kappa inh -1%, BLM inh 0% and RXFP1 antagonist 4.
CCOC(=O)c1ccccc1NC(=O)COC(=O)c1ccc(OCC(=O)N2CCOCC2)c(OCC)c1 was read as POLI inh 18%, POLH inh -25%, Tb PGK inh -6%, Pol kappa inh -15% and RXFP1 antagonist 5.
For COC(=O)C1=C(C)N(CC2CC2)C(=O)N[C@H]1c1ccccc1 the results were POLI inh inconclusive, APE1 inh -2%[12.4 µM], POLH inh 5%, Tb PGK inh 2%, Pol kappa inh -16% and BLM inh -3%[12.4 µM].
Screening Cc1ccc(CCN2CC(C(=O)NCCCN3CCOCC3)CC2=O)cc1 (stereo not given) returned Apoferritin bind -6%, POLI inh -6%, APE1 inh -2%, POLH inh -7%, Tb PGK inh -1%, Pol beta inh 1%, Pol kappa inh 2%, BLM inh -4% and RXFP1 antagonist 0.
Screening CC1CCN(S(=O)(=O)c2nnc(NC(=O)COc3ccccc3)s2)CC1 returned Apoferritin bind -9%, POLI inh 11%, APE1 inh 8%, POLH inh -10%, Tb PGK inh -8%, Pol beta inh 17%, Pol kappa inh 0%, BLM inh -4% and RXFP1 antagonist -12.
`O=C(COc1cccnc1[N+](=O)[O-])NCCc1ccc(Cl)cc1` gave Apoferritin bind -13%, POLI inh 163%[activator], APE1 inh 3%, POLH inh -18%, Tb PGK inh -7%, Pol beta inh 1%, Pol kappa inh -6%, BLM inh -5% and RXFP1 antagonist 3.
For COc1ccc(C(=O)N2CCCC(CCC(=O)NCc3ccccc3F)C2)c(OC)n1 (stereo not given) the results were Apoferritin bind -13%, POLI inh -15%, APE1 inh 16%, POLH inh -12%, Tb PGK inh 1%, Pol beta inh 89%, Pol kappa inh -12%, BLM inh -1% and RXFP1 antagonist 20.
Screening CCN(C(=O)CCc1nc(-c2ccc(OC)cc2)no1)c1cc(OC)ccc1OC returned Apoferritin bind -8%, POLI inh 3%, APE1 inh -3%, POLH inh -6%, Tb PGK inh -10%, Pol beta inh 4%, Pol kappa inh -7%, BLM inh -7% and RXFP1 antagonist -3.
Screening Cc1c(C(O)CN2CCN(Cc3ccc4c(c3)OCO4)CC2)c2ccccc2n1C (stereo not given) returned Apoferritin bind 6%, POLI inh -11%, APE1 inh -1%, POLH inh 6%, Tb PGK inh -2%, Pol beta inh 4%, Pol kappa inh -8%, BLM inh -1% and RXFP1 antagonist -11.
COc1cc(-c2nc(S(=O)(=O)c3ccc(Cl)cc3)c(N3CCOCC3)o2)cc(OC)c1OC was read as Apoferritin bind -12%, POLI inh 2%, APE1 inh -1%, POLH inh -9%, Tb PGK inh inactive, Pol beta inh 2%, Pol kappa inh 0%, BLM inh -1% and RXFP1 antagonist 1.
For CN(C)CCCNCCNC(=O)/C=N\O the results were Apoferritin bind -4%, POLI inh -11%, APE1 inh 0%, POLH inh 7%, Tb PGK inh 0%, Pol beta inh 9%, Pol kappa inh -6%, BLM inh 26% and RXFP1 antagonist -10.
Screening CCOc1nc(NC(=O)NS(=O)(=O)Oc2cccc(F)c2)nc(-c2ccccc2)n1 returned Apoferritin bind -9%, POLI inh 14%, POLH inh -17%, Tb PGK inh -5%, Pol beta inh -20%, Pol kappa inh -11% and BLM inh -1%.
Screening COc1ccc(NC(=O)C2CCN(c3nc(-c4ccc(OC)cc4)no3)CC2)cc1 returned Apoferritin bind -6%, POLI inh 19%, APE1 inh 28%, POLH inh -16%, Tb PGK inh -7%, Pol beta inh -1%, Pol kappa inh -14%, BLM inh -5% and RXFP1 antagonist 3.
For Cc1cccc(N(C(=O)c2nsc(Cl)c2Cl)C(C(=O)NC2CCCC2)c2ccc(O)cc2)c1 (stereo not given) the results were Apoferritin bind -12%, POLI inh 118%[activator], APE1 inh -4%, POLH inh -23%, Tb PGK inh 7%, Pol beta inh 0%, Pol kappa inh -6%, BLM inh -8% and RXFP1 antagonist -11.
`COc1ccc2nc(NC(=O)C3CCN(S(=O)(=O)c4cnc[nH]4)CC3)sc2c1` gave Apoferritin bind -9%, POLI inh 8%, APE1 inh -1%, POLH inh -14%, Tb PGK inh 1%, Pol beta inh 21%, Pol kappa inh -11%, BLM inh 5% and RXFP1 antagonist 1.
CCn1c(=N)c(C(=O)NCc2ccccc2)cc2c(=O)n3cccc(C)c3nc21 was read as Apoferritin bind 67%[activator], POLI inh -3%, POLH inh -11%, Tb PGK inh 2%, Pol beta inh 0%, Pol kappa inh -25% and BLM inh 30%[activator].
CCCC(C(=O)NC1CCCC1)N(CCCN1CCOCC1)C(=O)c1snc(C(N)=O)c1N (stereo not given) was read as Apoferritin bind -1%, POLI inh 6%, APE1 inh 10%, POLH inh -3%, Tb PGK inh -4%, Pol beta inh 2%, Pol kappa inh -7%, BLM inh 1% and RXFP1 antagonist 6.
Screening COCCNC(=O)c1c(N)n(/N=C/c2ccc(F)cc2)c2nc3ccccc3nc12 returned Apoferritin bind 2%, POLI inh -6%, APE1 inh 0%, POLH inh -8%, Tb PGK inh inactive, Pol beta inh 0%, Pol kappa inh -5%, BLM inh -5% and RXFP1 antagonist 0.
For COc1ccc(Nc2nnc(SCC(=O)NC(=O)Nc3ccc4c(c3)OCCO4)s2)cc1 the results were Apoferritin bind -5%, POLI inh 12%, APE1 inh 20%, POLH inh -10%, Tb PGK inh 2%, Pol beta inh 24%, Pol kappa inh -8%, BLM inh -12% and RXFP1 antagonist 0.
Cc1ccc(C(=O)NCc2cccnc2)o1 was read as Apoferritin bind -4%, POLI inh 50%[activator], APE1 inh 12%, POLH inh -9%, Tb PGK inh -4%, Pol beta inh 22%, Pol kappa inh -13%, BLM inh -7% and RXFP1 antagonist 6.
For O=C1CC(c2ccccc2)Oc2cc(O)ccc21 (stereo not given) the results were Apoferritin bind -19%, POLI inh 27%, APE1 inh 11%, POLH inh -13%, Tb PGK inh 1%, Pol beta inh 9%, Pol kappa inh -12%, BLM inh -2% and RXFP1 antagonist 1.
For CC1CC(C)CN(S(=O)(=O)c2ccc3c(c2)oc(=O)n3CC(=O)NCCCOC(C)C)C1 (stereo not given) the results were Apoferritin bind -14%, POLI inh 28%, APE1 inh 11%, POLH inh -6%, Tb PGK inh inactive, Pol beta inh 8%, Pol kappa inh -1%, BLM inh 0% and RXFP1 antagonist -1.
`CCCCn1c(N)c(N(CC(C)C)C(=O)C2CC(=O)N(c3ccc4c(c3)OCCO4)C2)c(=O)[nH]c1=O` (stereo not given) gave POLI inh 4%, APE1 inh 3%, POLH inh -12%, Tb PGK inh -6%, Pol kappa inh 2% and RXFP1 antagonist -2.

A portion of the library; rates above refer to the full screens.
